Assay outcomes: PubChem BioAssay, several laboratories
STK33 kinase inh – blocks human STK33 kinase activity; purified STK33, MBP phosphorylation, ADP-Glo luminescence; inhibition, % at 10 µM; hit rate 0.073% among 320,000;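 active = inhibition at or above 25%, using the most active replicate where run in duplicate; inactive = inhibition below 25%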
Target sequence (Q9BYT3 whole entry, looked up): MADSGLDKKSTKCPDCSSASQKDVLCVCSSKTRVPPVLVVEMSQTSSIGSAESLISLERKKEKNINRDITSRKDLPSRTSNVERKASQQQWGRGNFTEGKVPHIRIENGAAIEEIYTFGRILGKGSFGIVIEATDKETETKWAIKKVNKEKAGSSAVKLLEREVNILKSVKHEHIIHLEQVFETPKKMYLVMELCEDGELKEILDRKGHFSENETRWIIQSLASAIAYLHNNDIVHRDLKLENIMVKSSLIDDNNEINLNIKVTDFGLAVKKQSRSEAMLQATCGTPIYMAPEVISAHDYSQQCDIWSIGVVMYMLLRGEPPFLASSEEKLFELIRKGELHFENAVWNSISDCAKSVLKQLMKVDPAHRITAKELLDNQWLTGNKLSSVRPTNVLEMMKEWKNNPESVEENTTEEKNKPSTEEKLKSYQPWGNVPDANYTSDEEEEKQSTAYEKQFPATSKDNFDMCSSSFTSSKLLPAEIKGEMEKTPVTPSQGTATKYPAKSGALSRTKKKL
KCNQ2 block – KCNQ2 potassium channel inhibitors, primary screen, cell-based, CHO-K1, FluxOR thallium flux, B-score (AID 2156); B-score at 10 µM; 20 min; hits give low values; hit rate 1.1% among 310,000;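 active = fluorescence ratio B-score at most minus 3 library SDs, with starting brightness B-score within 2 library SDs, cut at about -5.5 in these data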
Kir21 inh – Kir2.1 (mouse) channel inhibition; P35561; HEK293-Kir2.1, FluxOR thallium flux fluorescence; hits give low values; B-score at 10 µM; hit rate 0.85% among 310,000; AID 1672;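 active = fluorescence ratio B-score at or below minus 3 SD of library scores, with starting-brightness B-score within 2 SD, cut at about -4.2 in these data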;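 note: channel flux triggered by added potassium and thallium sulfate stimulus; B-score of peak minus minimum fluorescence over baseline after thallium stimulus; more negative B-score means stronger Kir2.1 block with less thallium influx; some compounds called inactive have numbers as strong as hits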
Target sequence (P35561 whole entry, looked up): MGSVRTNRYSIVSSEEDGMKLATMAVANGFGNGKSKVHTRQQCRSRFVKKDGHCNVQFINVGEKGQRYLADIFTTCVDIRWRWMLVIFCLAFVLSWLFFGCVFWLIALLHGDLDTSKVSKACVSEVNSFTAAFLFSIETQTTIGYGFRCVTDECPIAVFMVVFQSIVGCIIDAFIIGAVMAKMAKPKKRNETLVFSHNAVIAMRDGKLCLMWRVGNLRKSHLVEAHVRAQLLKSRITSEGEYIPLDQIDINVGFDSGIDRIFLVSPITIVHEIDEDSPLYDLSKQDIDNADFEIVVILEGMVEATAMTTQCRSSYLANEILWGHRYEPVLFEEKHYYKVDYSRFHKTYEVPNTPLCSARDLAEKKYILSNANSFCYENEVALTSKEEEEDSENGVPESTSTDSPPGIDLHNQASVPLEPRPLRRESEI
* = called active by the depositor; i = inactive; x = not tested or not shown.

SMILES	STK33 kinase inh	KCNQ2 block	Kir21 inh
COc1ccc(Cl)cc1NC(=O)CC1CCCC1	-2.9	i	0.62
CCCn1c(C)cs/c1=N\C(=S)Nc1ccccc1	-0.6	i	1.9
Cc1ccc(S(=O)(=O)CCc2ccncc2)cc1	3.7	i	1.2
COc1ccc(OCC(=O)N/N=C2\CCc3ccccc32)cc1	-3.6	i	2.7
Cc1cccc(OCC(=O)Nc2ccc(S(=O)(=O)N3CCN(C)CC3)cc2)c1	1.4	i	0.07
NC(=O)C1CCN(C(=O)CSc2ccccn2)CC1	-0.9	i	-0.82
CC(=O)NS(=O)(=O)c1ccc(N/C(N)=N/c2nc(C)cc(C)n2)cc1	-1.3	i	0.64
CC(C)(C)NC(=O)NC(=O)CN1CCN(S(=O)(=O)c2ccc3c(c2)OCCO3)CC1	-1.3	i	1.4
Cc1ccc(C(=O)Nc2ccc(N3CCCC3)cc2)cc1	-0.3	i	0.12
O=C(Nc1nc(-c2nc3ccccc3s2)cs1)c1ccco1	0.1	i	-0.31
O=C(O/N=C1/CCCc2occc21)c1ccc(Cl)cc1Cl	-1.9	i	1.5
Cn1c(=O)c2[nH]c(N3CCCCC3)nc2n(C)c1=O	-2.4	i	1.1
CC(C)(C)c1ccc(C(=O)c2c[nH]c(C(=O)NCCCN3CCOCC3)c2)cc1	-0.7	i	0.74
Cc1ccccc1Cn1ccc(NC(=O)CCSc2nc(-c3ccco3)cc(C(F)(F)F)n2)n1	-1.3	i	-0.84
Cc1ccc(NC(=O)c2c(F)cccc2Cl)cc1NS(C)(=O)=O	-1.3	i	0.19
N#C/C(=C/c1ccc(-c2ccc(S(N)(=O)=O)cc2)o1)C(=O)Nc1ccccc1	0.8	i	0.66
CC(=O)Nc1ccc(C(=O)NNC(=O)c2cccc(C)c2)cc1	-0.9	i	-1.4
Cc1cc(C)c2c(CN3CCN(Cc4ccccc4)CC3)cc(=O)oc2c1	0.0	i	-3.3
O=S(=O)(c1ccc(NC(=S)NC2CC2)cc1)N1CCOCC1	-1.0	i	2.4
CC(=O)NC1(c2nnnn2CCOC(=O)Nc2ccc(Cl)cc2)CCCC1	-1.5	i	1.3
CN1CCN(c2ncc(CN3C(=O)c4ccccc4C3=O)s2)CC1	x	i	-0.79
CCOc1ccc(CCNC(=O)C2CCN(c3nnc(-n4cccc4)s3)CC2)cc1	-0.5	i	0
N#CC1=C(N)Oc2cc(N)ccc2C1C1CCCCC1 (stereo not given)	-0.5	i	-0.12
CCOC(=O)C(C)n1nc(-c2ccccc2)c2ccccc2c1=O (stereo not given)	-1.2	i	0.06
CCOc1ccc(CCNC(=O)COC(=O)c2nc3nc(C)cc(C)n3n2)cc1OCC	-1.1	i	-0.3
O=c1c2c3nc4ccccc4nc3n(/N=C/c3ccccn3)c2ncn1-c1ccccc1	1.8	i	0.62
O=C(Nc1ccc(-c2nc3ccccc3o2)c(O)c1)c1cc(-n2cnnc2)ccc1Cl	-1.3	i	-0.71
CC(C)(C#N)C(C)(C)c1nn[nH]n1	-1.7	i	-0.2
CCCC(c1nnnn1C(C)(C)C)N1CCN(c2ccccc2)CC1 (stereo not given)	-0.5	i	-0.8
CCOc1ccc(CCNC(=O)CS(=O)Cc2nc(-c3ccc(C)cc3)oc2C)cc1 (stereo not given)	-1.3	i	0.2

In the list so far, 2 contain fluorine.
SMILES	STK33 kinase inh	KCNQ2 block	Kir21 inh
Cc1ccccc1Cn1ccc(NC(=O)CCSc2nc(-c3ccco3)cc(C(F)(F)F)n2)n1	-1.3	i	-0.84
Cc1ccc(NC(=O)c2c(F)cccc2Cl)cc1NS(C)(=O)=O	-1.3	i	0.19

Compound profiles, from the list above. Order of screens: STK33 kinase inh | KCNQ2 block | Kir21 inh
`CN1CCN(c2ncc(CN3C(=O)c4ccccc4C3=O)s2)CC1` reads x | i | -0.79
`CCCC(c1nnnn1C(C)(C)C)N1CCN(c2ccccc2)CC1` (stereo not given) reads -0.5 | i | -0.8
`CC(=O)Nc1ccc(C(=O)NNC(=O)c2cccc(C)c2)cc1` reads -0.9 | i | -1.4

Continuation.
SMILES	STK33 kinase inh	KCNQ2 block	Kir21 inh
CN(C)CCCN1c2ccccc2Sc2ccc(C(F)(F)F)cc21	-1.9	i	-5.1*
Cc1ccc(NC(=O)CCN2CCC(C)CC2)cc1	-0.9	i	0.95
N#CC1=C(N)n2c(s/c(=C\c3cccs3)c2=O)=C(C#N)C1c1cccs1 (stereo not given)	3.4	i	1.2
Nc1nc(CCl)nc(N(c2ccccc2)c2ccccc2)n1	-1.6	i	0.83
O=C(Nc1cc(C(F)(F)F)ccc1-n1cncn1)c1ccc(Cl)cc1	0.9	i	0.04
O=C(NC1CC1)c1ccc2c(c1)N(Cc1ccccc1)CCS2	-1.2	i	1.6
S=C(Nc1cccc(Cl)c1)N1CCN(Cc2ccccc2)CC1	-0.9	i	-0.03
Cc1ccc(N/N=C(\C#N)C(=N)N2CCCCC2)cc1	-0.2	i	-0.59
C(=N\N1CCN(c2ccccn2)CC1)/c1ccccn1	1.2	i	-0.23
COc1cc(N/C(N)=N/c2nc(C)cc(C)n2)cc(OC)c1	-3.2	i	-0.46
Cc1ccc(-c2ccc(/C=N/NC(=O)c3ccccc3O)o2)cc1	-1.3	i	1.3
Cc1ccc2nc(CCc3ccc(N)cc3)[nH]c2c1	-0.5	i	1.4
CCn1c(SCC(=O)N2CCOCC2)nc(O)cc1=O	-0.1	i	1.2
C=CCn1c(SCC(=O)NC2CCCCC2)nnc1-c1sc(N)nc1C	-2.0	i	0.27
CN(C)S(=O)(=O)c1cccc(NC(=O)COC(=O)c2c[nH]c(=O)[nH]c2=O)c1	-0.6	i	-1.1
COc1ccc([C@@H]2CC(=O)c3c(O)cc(O[C@@H]4OC(CO[C@@H]5OC(C)[C@H](O)[C@H](O)C5O)[C@@H](O)[C@@H](O)C4O)cc3O2)cc1O (stereo not given in full)	0.4	i	1.2
CCC1CCCCN1CCCNC(=O)CS(=O)Cc1nc(-c2ccc(OC)c(OC)c2)oc1C (stereo not given)	-0.9	i	0.56
Cc1ccc(NCc2nnc(SCC(=O)NCc3ccco3)n2CC2CCCO2)c(C)c1 (stereo not given)	-1.7	i	0
Cc1ccc(C(=O)COC(=O)CNC(=O)Cc2ccccc2)cc1	-0.2	i	0
CN1/C(=C\C=C2\N=C(c3ccc(F)cc3)OC2=O)C(C)(C)c2ccccc21	-0.9	i	-0.87
Cc1cccc(C)c1NC(=O)CNC(=O)C12CC3CC(CC(O)(C3)C1)C2	-2.1	i	-1
Cc1ccc(/C([O-])=C(/C(=S)NCCN2CCOCC2)[n+]2ccccc2)cc1[N+](=O)[O-]	0.5	i	-0.68
O=C(Cc1ccccc1)NCC(=O)OCC(=O)c1ccc(Cl)c([N+](=O)[O-])c1	-1.2	i	-0.03
Cc1ccc(C)c(NC(=O)CSc2n[nH]c(-c3ccncc3)n2)c1	-0.9	i	-0.65
CCOC(=O)C1C(=O)NC(SCC(N)=O)=C(C#N)C1c1ccccc1OCC (stereo not given)	-0.4	i	0.01
Cc1nonc1CN(C)C(=O)CC1C(=O)NCCN1Cc1ccccc1F (stereo not given)	0.3	i	0.17
Cc1cc(C)nc(SCC(=O)N/N=C/c2cccnc2)n1	0.5	i	-0.02
COc1ccc(OC)c(NC(=O)Nc2c(O)ccc3ccccc23)c1	-1.0	i	-0.26
CCS(=O)(=O)Nc1cccc(-c2nc3cccnc3s2)c1	-1.5	i	-1.9
COc1cccc(C(=O)Nc2c3c(nn2-c2ccc(Cl)cc2)CS(=O)(=O)C3)c1OC	-2.4	i	-0.66
CCn1c2ccc(F)cc2c2nnc(SCCN3CCCCC3)nc21	0.1	i	-0.28
CCCCC(=O)Nc1cc(C)c2c(=O)oc3ccccc3c2n1	0.8	i	1.7
CC(=O)Nc1ccc(C(=O)OCC(=O)Nc2ccccc2Sc2ccccc2)cc1	-2.1	i	-1
CC1(C)CC(=O)C(C=NC(CCC(N)=O)C(=O)O)=C(O)C1 (stereo not given)	-0.3	i	0.94
O=C(O)CCCn1cc(NC(=O)c2c(F)cccc2F)cn1	0.2	i	-0.42
Cc1c(N=C2SCC(=O)N2/N=C\c2ccc(Br)cc2)c(=O)n(-c2ccccc2)n1C	-0.7	i	1.1
O=C(Nc1cccc(C(=O)N2CCCC2)c1)c1ccccc1Cl	-0.3	i	-0.31
CC(=O)OC1COC(n2ccc3cc([N+](=O)[O-])ccc32)C(OC(C)=O)C1OC(C)=O (stereo not given)	-3.5	i	1.6
COc1ccccc1/C=N/NC(=O)CSc1ccc2ccccc2n1	0.1	i	0.28
O=C(COc1ccc2c3c(c(=O)oc2c1)CCCC3)NCCCN1CCOCC1	-0.4	i	0.07
COCc1cc(N2CCN(c3ccccc3F)CC2)nc(-c2ccccc2)n1	-1.8	i	0.01
O=C(NNC(=O)c1cc(-c2ccccc2)nn1-c1ccccc1)c1ccccc1	0.0	i	0.01
CSc1nc2nc3c(cn2n1)C(=O)CC(c1ccccc1)C3 (stereo not given)	-0.2	i	-0.58
CCOC(=O)N1CCC(NC(=O)c2cc3c(=O)[nH]c4ccccc4c3n2C)CC1	-1.4	i	1.1
O=C(O)CC1(c2ccc(F)cc2)C2CC3CC(C2)CC1C3 (stereo not given)	1.3	i	1.2
C=CCN1C(=O)C2(OCCCO2)c2ccccc21	-1.4	i	-0.82
CC(C)(C)c1ccc(Cn2c(=O)cnc3ccccc32)cc1	0.5	i	-0.61
O=C(CCCN1C(=O)C(c2ccccc2)Oc2cccnc21)Nc1cccc(F)c1 (stereo not given)	-1.1	i	-0.08
COC(C(=O)N/N=C(\C)c1ccc(C)cc1)c1ccccc1 (stereo not given)	0.6	i	-0.03
COCCCN1C(=O)N(c2ccccc2)C(=O)C1CC(=O)Nc1ccccc1 (stereo not given)	0.3	i	-0.14
Cc1cccc(/N=C/c2c(O)ccc3oc4c(c23)CCCC4)n1	4.1	i	0.8
Cc1cc(Br)ccc1OCC(=O)NNC(=O)c1ccc(NC(=O)C2CC2)cc1	-0.4	i	-1
COc1ccc(/C=C/C(=O)Oc2cccc(/C=N/NC(=O)Cc3ccc(Br)cc3)c2)cc1	0.2	i	0.2
Cc1cccc(-n2cnc3cc([N+](=O)[O-])ccc32)c1	-1.0	i	1
COc1ccc2nc(N/C(N)=N/S(C)(=O)=O)nc(C)c2c1	-0.4	i	0.59
NC(=O)c1ccccc1NS(=O)(=O)c1cccs1	-0.3	i	-0.38
Cc1nc([N+](=O)[O-])c(Sc2nc3ccc([N+](=O)[O-])cc3[nH]2)n1Cc1ccccc1	0.5	i	-0.82
CC1c2cc3c(cc2CCN1C(=O)c1ccc(C(F)(F)F)cc1)OCCCO3 (stereo not given)	-1.7	i	-0.96
NS(=O)(=O)c1ccc(CCNC(=O)Cc2c[nH]c3ccccc23)cc1	-5.6	i	0.36
CSc1nc(C)c2c(n1)N(c1cccc(C)c1)CC2	0.3	i	-0.25

Among those listed so far, six contain a cyano group.
SMILES	STK33 kinase inh	KCNQ2 block	Kir21 inh
N#C/C(=C/c1ccc(-c2ccc(S(N)(=O)=O)cc2)o1)C(=O)Nc1ccccc1	0.8	i	0.66
N#CC1=C(N)Oc2cc(N)ccc2C1C1CCCCC1 (stereo not given)	-0.5	i	-0.12
CC(C)(C#N)C(C)(C)c1nn[nH]n1	-1.7	i	-0.2
N#CC1=C(N)n2c(s/c(=C\c3cccs3)c2=O)=C(C#N)C1c1cccs1 (stereo not given)	3.4	i	1.2
Cc1ccc(N/N=C(\C#N)C(=N)N2CCCCC2)cc1	-0.2	i	-0.59
CCOC(=O)C1C(=O)NC(SCC(N)=O)=C(C#N)C1c1ccccc1OCC (stereo not given)	-0.4	i	0.01

Further structures:
SMILES	STK33 kinase inh	KCNQ2 block	Kir21 inh
COc1ccc(-n2c(C)cc(-c3cn4cccc(C)c4n3)c2C)cc1	-0.8	i	0.68
C#CCSc1nccc(-c2nn(-c3ccc(C)cc3)ccc2=O)n1	-0.1	i	-0.26
COc1ccc(N(CC(=O)Nc2cccc(SC)c2)S(C)(=O)=O)cc1Cl	0.2	i	0.43
C=CCn1c(CC(=O)OC)csc1=Nc1ccc(C(C)=O)cc1	-1.9	i	0.1
CC1CCCCN1CCNC(=O)c1ccc2c(=O)n(Cc3ccc(Cl)cc3)c(=S)[nH]c2c1 (stereo not given)	-4.3	i	-1.2
COc1cccc(/C=N/Nc2nnc(C)n2N)c1OCc1ccccc1Cl	-1.4	i	0.02
NCC(=O)NCC(=O)OCc1ccccc1	-1.2	i	0.3
C=CCOc1ccc(Cl)cc1C(=O)O	0.4	i	1.3
Cn1c(CNc2cccc(C(F)(F)F)c2)n[nH]c1=S	-1.7	i	0.27
Cc1ccc(NC(=O)Cn2nc(C(F)(F)F)c3c2CCC3)cc1	-0.5	i	-0.02
COc1ccccc1CN(C)C(=O)C(NC(=O)Cc1cccc2ccccc12)C(C)C (stereo not given)	-1.2	i	-1.1
COCCCN1C(=O)C(=O)/C(=C(/O)c2ccc(OC(C)C)cc2)C1c1cccnc1 (stereo not given)	-1.7	i	-3.4
CCCCNC(=O)C1CC(c2c(Cl)cccc2Cl)=NO1 (stereo not given)	-3.5	i	-0.43
CC(C(=O)N1CCOCCOCCOCC1)N1C(=O)c2ccccc2C1=O (stereo not given)	-1.3	i	0.33
CCCCC(=O)Nc1cccc2c1C(=O)N(c1ccccc1)C2=O	1.8	i	2.2
CC(C)c1cc(NCC2CCCO2)n2c(nc3ccccc32)c1C#N (stereo not given)	0.6	i	-0.67
COC1(OC)C(/C=C/c2ccc(Cl)cc2)C(C#N)(C#N)C1(OC)OC (stereo not given)	-0.6	i	-0.62
O=C(CN1CCN(C(=O)c2cccs2)CC1)NC1CCCCC1	-0.5	i	1.1
Cc1nc2ccccc2c(=O)n1NC(=O)Nc1ccccc1	-0.1	i	0.19
